Screening data as filed in PubChem BioAssay.
USP1-UAF1 inh: USP1/UAF1 (human) deubiquitinase inhibition | Potency, µM (doses to about 57.1 µM), inactives show at the top dose activity change, negative = inhibition, most hits filed as inhibitors | O94782 | recombinant USP1/UAF1, Ub-Rhodamine cleavage fluorescence | 390,000 tested, 0.23% active | AID 743255; further: potency means the concentration at half of the fitted maximal effect; on the % scale 0 is the no-effect control and ±100 the full control effect; nearly all actives have a fitted effect of over 60% in size; inactives centre near -12
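In this screen, compounds sit with the deubiquitinase complex (1nM) for 15 min at room temperature before Ub-Rho is added at 150nM final. Fluorescence rise is then followed for 6 reads every 60 seconds.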
TRHR enhancer: allosteric enhancers of human TRH receptor; TRHR cells, fluo-8 calcium fluorescence, EC20 TRH enhancement; enhancement, % at 2 µM; AID 493056; 360,000 tested, 0.66% active; in the data active means enhancement above about 30%; further: 0% is about no effect
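Enhancer read-out: after compound pinning and an initial kinetic agonist-mode read, an EC20 of TRH (10 nM final) was injected and fluo-8 calcium signal (Ex 480/Em 530) followed at 1 s/cycle for 100 cycles in TRHR-expressing cells.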
TrxR1 inh: inhibitors of rat thioredoxin reductase 1 | 390,000 tested, 1% active | Potency, µM (titrated, usually from 114 µM), for the others: at the top dose activity change, negative = inhibition, hits mostly inhibitors | recombinant rTrxR1, NADPH fluorescence consumption, selenite substrate; further: potency means the concentration at half of the fitted maximal effect; on the % scale 0 is the no-effect control and ±100 the full control effect; nearly all actives have a fitted effect of over 65% in size
Target sequence (O89049 whole entry, looked up): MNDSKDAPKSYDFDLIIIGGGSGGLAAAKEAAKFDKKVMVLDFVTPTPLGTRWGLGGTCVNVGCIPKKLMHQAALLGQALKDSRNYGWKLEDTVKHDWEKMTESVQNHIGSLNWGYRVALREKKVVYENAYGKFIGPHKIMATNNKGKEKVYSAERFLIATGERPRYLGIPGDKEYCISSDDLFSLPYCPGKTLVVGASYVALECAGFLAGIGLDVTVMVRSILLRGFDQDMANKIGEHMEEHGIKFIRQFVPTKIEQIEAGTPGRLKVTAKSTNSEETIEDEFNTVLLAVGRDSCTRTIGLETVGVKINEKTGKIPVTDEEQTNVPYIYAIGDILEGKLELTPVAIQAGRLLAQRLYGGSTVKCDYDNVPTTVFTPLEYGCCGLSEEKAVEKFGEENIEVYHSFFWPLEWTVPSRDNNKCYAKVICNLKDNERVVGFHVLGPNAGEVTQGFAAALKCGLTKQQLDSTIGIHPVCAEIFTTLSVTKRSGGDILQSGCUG
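Rat TrxR1 (90 nM in the dispensed reagent) was pre-reduced with 400 uM NADPH for 5 min at room temperature, then incubated with compound for 15 min. After 400 uM selenite was added, NADPH fluorescence (Ex 340/Em 450 nm) was followed for 8 min.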
D2 antagonist: antagonizes the human D2 dopamine receptor | P14416 | HEK293 TREx D2 cells, calcium flux, dopamine EC80 | inhibition, % at 10 µM | 340,000 tested, 2% active; in the data active means inhibition above about 30%; further: 0% is about no effect
Target sequence (P14416 whole entry, looked up): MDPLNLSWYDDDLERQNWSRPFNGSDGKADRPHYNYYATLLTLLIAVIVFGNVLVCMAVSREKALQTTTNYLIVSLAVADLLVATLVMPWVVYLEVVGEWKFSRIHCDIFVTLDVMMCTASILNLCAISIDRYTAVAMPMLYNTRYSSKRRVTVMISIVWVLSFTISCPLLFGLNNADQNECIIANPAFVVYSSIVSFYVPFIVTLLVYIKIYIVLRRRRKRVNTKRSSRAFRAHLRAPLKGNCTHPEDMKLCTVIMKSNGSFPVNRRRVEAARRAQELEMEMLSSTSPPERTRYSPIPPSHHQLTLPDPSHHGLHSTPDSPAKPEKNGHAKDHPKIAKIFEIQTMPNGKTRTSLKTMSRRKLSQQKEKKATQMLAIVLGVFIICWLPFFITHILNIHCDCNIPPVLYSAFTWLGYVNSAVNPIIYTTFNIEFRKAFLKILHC
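HEK293 T-REx D2 cells, tet-induced, calcium dye no-wash. Cpd pintool add, 180 s kinetic, then EC80 DA, 180 s kinetic. Ca flux read.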
D2 ag: agonists of human D2 dopamine receptor; 340,000 tested, 0.53% active; activation, % at 2 µM; HEK293 T-REx D2 cells, calcium flux agonist mode; AID 485358; P14416;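 active means activation over 3 SD above normal in the single-dose calcium agonist read, cut at about 30% in these data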; further: 0% is about no effect
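Agonism scored from kinetic calcium signal (1 read/sec, 180 s) following compound pin transfer, after a 10 s baseline. Cells: HEK293 Trex line expressing inducible D2 receptor coupled to calcium, dye-loaded after overnight culture at 30 C.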
IDH1 R132H inh: inhibitors of human mutant IDH1 R132H; O75874; IDH1-R132H enzyme, NADPH consumption, diaphorase/resazurin fluorescence; Potency, µM (doses to about 76.6 µM), without a hit: top-dose activity change, negative = inhibition, hits mostly inhibitors; 390,000 tested, 0.093% active; AID 602179; further: potency means the concentration at half of the fitted maximal effect; on the % scale 0 is the no-effect control and ±100 the full control effect; nearly all actives have a fitted effect of over 65% in size
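IDH1-R132H (0.5 ug/mL) preincubated 30 min with compound, then NADPH (0.016 mM) and alpha-KG (2 mM) added; 80 min at RT, pH 7.5. Remaining NADPH coupled via diaphorase/resazurin to fluorescence (540/590 nm); concentration-response curves normalized to no-enzyme control.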
TRHR agonist: agonists of human TRH receptor; TRHR cells, calcium flux fluo-8, FDSS agonist mode; 360,000 tested, 0.18% active; activation, % at 2 µM; AID 493084; P34981; in the data active means activation above about 30%; further: 0% is about no effect
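Fluo-8-loaded TRHR cells; 10 s baseline, compound added, kinetic Ca2+ fluorescence read 1/s, agonist mode.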
Pin1 inhibitor: inhibitors of human Pin1; AID 504891; Potency, µM (series often up to 115 µM), inactives show at the highest dose activity, negative = inhibition, usual class: inhibitors; Pin1 FP peptide displacement, HiFluor488, 10 min; 390,000 tested, 0.009% active; active means well fitted inhibition curve with a large enough effect in the polarisation, with a control signal flat, not every such curve was filed as active; inconclusive means small, poorly fitted or top-dose-only effect, or effect the other way, or a change in a side signal; inactive means no such curve, though single readings can be large or run the other way; the % refers to the polarisation; further: potency means the concentration at half of the fitted maximal effect; on the % scale 0 is the no-effect control and ±100 the full control effect
Target sequence (Q13526 whole entry, looked up): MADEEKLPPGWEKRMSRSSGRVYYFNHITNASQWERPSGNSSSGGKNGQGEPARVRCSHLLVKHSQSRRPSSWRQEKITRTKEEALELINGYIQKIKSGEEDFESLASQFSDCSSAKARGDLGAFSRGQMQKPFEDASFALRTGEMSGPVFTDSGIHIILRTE
TrxR1 substrate: substrates of rat thioredoxin reductase 1 | Potency, µM (top dose mostly 114 µM), for the others: at the top dose activity change, negative = substrate turnover | 390,000 tested, 0.01% active | AID 588456 | purified TrxR1 substrate turnover, NADPH consumption readout; further: potency means the concentration at half of the fitted maximal effect; on the % scale 0 is the no-effect control and ±100 the full control effect; nearly all actives have a fitted effect of over 50% in size
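Rat TrxR1, dispensed at 90 nM, was prereduced with 400 uM NADPH (final) for 5 min at ~22 deg C, then incubated with compound 15 min before 400 uM selenite. A first-read NADPH fluorescence drop versus no-compound background flagged substrates.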
Starred values were filed as active, the others as inactive; ? = inconclusive; / = not tested or not shown; & = joins results of further samples; [ ] = another dose, or the depositor's remark. Unless noted, the call rests on the fitted dose curve; in most records, active means well fitted inhibition curve with a large enough effect; inconclusive means small, poorly fitted or top-dose-only effect; inactive means no such curve, though single readings can be large or run the other way. An excerpt; the hit share may differ from the screen's.

SMILES	USP1-UAF1 inh	TRHR enhancer	TrxR1 inh	D2 antagonist	D2 ag	IDH1 R132H inh	TRHR agonist	Pin1 inhibitor	TrxR1 substrate
O=C(COC(=O)c1ccccn1)NC1CCCCC1	-4%	4	12%	-15	0.3	9%	-0.1	-6%	2%
COCCn1c(N)c(C(=O)c2cccc(S(=O)(=O)N3CCCCCC3)c2)c(=O)[nH]c1=O	-18%	-1	10%	27	0.2	11%	0.0	6%	5%
CCC(=O)c1ccc(OCC(=O)OCC(=O)N2c3ccccc3NC(=O)C2(C)C)cc1	-21%	-5	-49%[57.1 µM]	9	0.8	-1%	-1.2	1%	18%[57.1 µM]
CCSC1=N/C(=C\c2ccccc2)C(=O)N1c1ccc(OC)cc1	-17%	-2	-33%	13	-0.2	8%	1.8	-2%	-8%
CC1CC(=O)Nc2ccccc2N1S(=O)(=O)c1cccc(F)c1 (centres undefined)	-18%	-2	13%	-4	1.1	0%	1.1	-3%	6%
O=[N+]([O-])c1cc([N+](=O)[O-])c(Oc2c(F)ccc(F)c2F)cc1NN1CCCCC1	-18%	-8	3%	12	-0.9	-6%	-0.1	-9%	-5%
Cc1ccc(NC(=O)COC(=O)CN2C(=O)COc3ccccc32)cc1	-19%	0	20%	-7	0.2	2%	0.1	-3%	7%
COc1ccccc1NC(=O)CCC(=O)N(Cc1ccc(OC)c(OC)c1)c1nccs1	-11%	8	25%[57.1 µM]	3	1.2	1%	-0.5	1%	7%[57.1 µM]
O=C(NCC1COc2ccccc2O1)C1C2C=CC3(CN(Cc4ccccc4Cl)C(=O)C13)O2 (centres undefined)	-4%	3	11%[57.1 µM]	-9	-0.3	-14%	0.7	7%	11%[57.1 µM]
CC1=NNC(=O)C1Oc1ccccc1 (centres undefined)	-9%	-3	-4%	-1	0.9	-4%	0.4	-1%	-1%
COc1cc(OC)cc(C(=O)NCC(=O)Nc2ccc(C)c(Cl)c2)c1	-18%	5	5%	-14	-0.5	-8%	0.3	0%	-5%
Cc1ccc(S(=O)(=O)NNC(=O)c2csnn2)cc1	-16%	13	-36%	4	-0.7	-3%	-0.2	/	-5%
O=C(NCCS(=O)(=O)N1CCN(c2ccccc2F)CC1)c1c(F)cccc1F	4%	3	4%	-15	0.3	-6%	-0.3	-1%	-5%
C=CCn1c(SCC(=O)NC2CCCC2)nc2sc(C)cc2c1=O	-9%	-4	13%[57.1 µM]	19	0.3	-6%	-0.1	-3%	6%[57.1 µM]
COC(/C=C/Nc1ccc(C)c(C)c1)=C(C#N)C#N	-18%	0	34%	-31	0.1	-3%	0.6	-9%	13%
Nc1nc(N)c(-c2cccc(C(F)(F)F)c2)c(Cc2cccc(C(F)(F)F)c2)n1	-14%	/	-1%	/	/	4%	/	11%	-7%
O=C(COC(=O)c1ccccc1NS(=O)(=O)c1cccs1)NC1CCCCC1	-7%	-1	7%[57.1 µM]	-14	-1.1	21%	-0.7	15%	11%[57.1 µM]
COc1ccc(CCNC(=O)c2ccc(N(C)S(=O)(=O)c3ccccc3)cc2)cc1	-24%	-3	8%	-4	-1.0	9%	1.0	2%	0%
CCN(C(=O)COC(=O)c1nc(Cl)ccc1Cl)C1CCS(=O)(=O)C1 (centres undefined)	-9%	11	8%	12	1.3	-6%	0.5	-4%	-2%
CN1CCN(c2ccc(S(=O)(=O)N3CCCCC3)cc2[N+](=O)[O-])CC1	0%	-4	6%	-3	-1.4	0%	0.7	5%	4%[57.1 µM]

Of the compounds above, these contain a thiophene ring, fused or not.
SMILES	USP1-UAF1 inh	TRHR enhancer	TrxR1 inh	D2 antagonist	D2 ag	IDH1 R132H inh	TRHR agonist	Pin1 inhibitor	TrxR1 substrate
C=CCn1c(SCC(=O)NC2CCCC2)nc2sc(C)cc2c1=O	-9%	-4	13%[57.1 µM]	19	0.3	-6%	-0.1	-3%	6%[57.1 µM]
O=C(COC(=O)c1ccccc1NS(=O)(=O)c1cccs1)NC1CCCCC1	-7%	-1	7%[57.1 µM]	-14	-1.1	21%	-0.7	15%	11%[57.1 µM]

Other compounds follow.
SMILES	USP1-UAF1 inh	TRHR enhancer	TrxR1 inh	D2 antagonist	D2 ag	IDH1 R132H inh	TRHR agonist	Pin1 inhibitor	TrxR1 substrate
CCc1ccc(Nc2nnc(SCC(=O)N(C)C3CCS(=O)(=O)C3)s2)cc1 (centres undefined)	-10%	-5	9%	/	/	27%	-0.8	0%	-5%
CCOc1ccc(S(=O)(=O)Nc2cccc(-c3ccc(N4CCCCCC4)nn3)c2)cc1	-15%	-4	-2%	9	0.0	0%	-0.1	18%	-12%
CCOc1ccc(NC(=O)CSc2nnc(-c3ccco3)n2C)cc1	-9%	4	0%	3	1.0	2%	-0.8	-13%	4%
CCOc1ccc2nc(NC(=O)/C=C/c3ccc4c(c3)OCO4)sc2c1	-4%	17	2%	-3	-0.7	-2%	0.2	29%	-4%
CC(=O)c1ccc(-c2nnc(CCC(=O)N(C)Cc3c(C)nc4ccccn34)o2)s1	-13%	-5	-2%	10	6.5	1%	-2.3	1%	8%
CNS(=O)(=O)c1ccc(C(C)(C)C)cc1	-10%	-22	17%[57.1 µM]	65*	1.1	4%	-0.6	2%	3%[57.1 µM]
COc1ccccc1N1CCN(c2ncnc3sc(C)c(-c4ccccc4)c23)CC1	-1%	2	10%	-6	-1.1	6%	0.2	0%	1%
CCOc1ccccc1NC(=O)COC(=O)/C=C/c1cccs1	-3%	/	9%	/	/	6%	/	-1%	-1%
COCCN(C(=O)c1cc2c(s1)CCC2)c1c(N)n(CC(C)C)c(=O)[nH]c1=O	-4%	4	-23%	4	-0.4	1%	-1.5	?	-9%
Cc1cc(C)nc(SCc2cc(=O)c(OC(=O)c3ccc(Cl)c([N+](=O)[O-])c3)co2)n1	-18%	20	?	10	-2.5	4%	0.0	0%	-2%
Cc1csc(SCC(=O)N(C)CC(=O)Nc2ccccc2Cl)n1	-17%	-6	-6%	3	-0.5	8%	-0.7	-3%	-5%
O=C(CSc1nnc(Cn2c(=O)sc3ccccc32)n1-c1ccccc1)N1CCCCCC1	-18%	4	28%	7	-0.2	-4%	-0.8	-2%	-1%
O=S1(=O)CCC(S(=O)(=O)N2CCCCCC2)C1 (centres undefined)	-7%	-1	25%	8	0.1	6%	-0.3	-2%	12%
CN1CCN(CCC2Oc3cc([N+](=O)[O-])ccc3NC2=O)CC1 (centres undefined)	-16%	1	15%[57.1 µM]	5	0.4	10%	0.0	-3%	8%[57.1 µM]
Cc1ccc(S(=O)(=O)N(C)c2ccc(OCC(=O)Nc3nc(-c4ccccc4)cs3)cc2)cc1	-2%	-3	-10%	/	/	-2%	0.3	57%[activator]	-5%
CCOC(=O)c1sc(Nc2nc(OC)cc(OC)n2)nc1C	-22%	3	19%[57.1 µM]	-3	0.1	-4%	-0.2	2%	3%[57.1 µM]
O=Cc1ccccc1OCCOc1ccccc1C=O	-27%	9	15%	-2	0.3	3%	-0.7	2%	8%
O=C(C1CCC(=O)N(C2CCCC2)C1)N1CCN(c2ccccc2Cl)CC1 (centres undefined)	-3%	1	-3%[57.1 µM]	-4	0.3	-8%	0.2	-2%	2%[57.1 µM]
Cc1ccc(CNC(=O)Cn2c(-c3cccs3)cc3cc(Cl)ccc32)cc1	-10%	5	15%	/	0.4	15%	1.2	-3%	22%
COCCN=C1N[C@@H](c2cccc(C(F)(F)F)c2)C(C(=O)OC)=C(C)N1Cc1ccccc1	-3%	-4	17%[57.1 µM]	9	2.7	-12%	5.0	-5%	5%[57.1 µM]
CN1CCN(C(=O)CN(c2cc(C(F)(F)F)ccc2Cl)S(C)(=O)=O)CC1	13%	-11	4%	12	0.3	-1%	-0.5	-5%	3%
CCOc1ccc(NS(=O)(=O)c2ccc(NC(=O)C3CC3)cc2)cc1	-22%	11	6%	3	0.0	2%	-1.5	3%	-3%
Cc1ccc(-n2c(C)cc(C(=O)COC(=O)c3c(C)noc3C)c2C)cc1	-18%	-7	5%	11	-1.8	10%	-0.5	2%	-6%
O=C(Cn1nc(-c2ccccc2)nc(Cc2ccccc2)c1=O)Nc1ccc(Cl)cc1	-13%	2	9%[57.1 µM]	/	0.7	-5%	0.3	0%	-3%[57.1 µM]
Cc1c(Cl)cccc1NC(=O)C1CC(=O)N(C2CCCC2)C1 (centres undefined)	-13%	/	4%	/	/	27%	/	1%	1%
COc1ccc(NC(=O)C(=O)NCCc2ccccc2)cc1OC	-18%	-4	15%	/	1.2	17%	-0.7	-8%	6%[11.4 µM]
CCN(CC)CCCNC(=O)c1cn(CC)c2ccc(S(=O)(=O)N3CCc4ccccc4C3)cc2c1=O	-18%&-20%	7&13	12%&10%	17	1.7&-0.8	0%&7%	-0.5&-1.2	7%&-2%	-2%&3%
O=C(N/N=C1/CCS(=O)(=O)c2ccc(F)cc21)c1ccccn1	-7%	-5	2%	6	2.8	1%	0.7	-2%	-4%
Cn1cc(CN2CCC(CO)CC2)c(-c2ccc(Oc3ccccc3)cc2)n1	-23%	-2	-3%	-8	0.5	5%	0.6	-2%	1%

Part of the list above in another layout.
SMILES | USP1-UAF1 inh | TRHR enhancer | TrxR1 inh | D2 antagonist | D2 ag | IDH1 R132H inh | TRHR agonist | Pin1 inhibitor | TrxR1 substrate
CCOc1ccc(S(=O)(=O)Nc2cccc(-c3ccc(N4CCCCCC4)nn3)c2)cc1 | -15% | -4 | -2% | 9 | 0.0 | 0% | -0.1 | 18% | -12%
CCOc1ccc(NC(=O)CSc2nnc(-c3ccco3)n2C)cc1 | -9% | 4 | 0% | 3 | 1.0 | 2% | -0.8 | -13% | 4%
CCOc1ccc2nc(NC(=O)/C=C/c3ccc4c(c3)OCO4)sc2c1 | -4% | 17 | 2% | -3 | -0.7 | -2% | 0.2 | 29% | -4%
CC(=O)c1ccc(-c2nnc(CCC(=O)N(C)Cc3c(C)nc4ccccn34)o2)s1 | -13% | -5 | -2% | 10 | 6.5 | 1% | -2.3 | 1% | 8%
